Bioassay records from PubChem BioAssay.
Yeast lifespan up = yeast lifespan extension; AID 775; S. cerevisiae growth with nicotinamide, OD615; deaD strain in restrictive glucose medium; inhibition of the nicotinamide effect, % at 10 µM; actives 0.68% (n = 130,000);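 active = inhibition above a set limit, placed 3 SD over the median of all compounds, cut at about 26% in these data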;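 also: 0% = nicotinamide-treated wells and 100% = cells grown without nicotinamide; some compounds called inactive have numbers as strong as hits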
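Test system: DeaD-strain S. cerevisiae / Buffer or medium: restrictive glucose medium / Also added: nicotinamide 1.5 mM / Doses: one concentration, 10 µM, DMSO 0.25% / Schedule: 48 h at 30 °C / Signal: OD615 measurement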
HCT116 bCat-KO = beta-catenin-lacking colon tumor cell growth suppression | HCT116 beta-catenin knockout viability, CellTiter-Glo, 60 h; stronger effect = lower value | viability, % at 10 µM | actives 1.5% (n = 140,000) | AID 818;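 active = viability at or under a set limit, the compound median less 4 SD, cut at about 6% in these data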;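 also: 0% = Hyamine 1622 control at 20 µM and 100% = untreated cell control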
PTEN del growth = PTEN-deleted cell growth suppression. HCT116 PTEN-null viability, CellTiter-Glo, 60 h; stronger effect = lower value. viability, % at 10 µM. actives 1.2% (n = 140,000). AID 827;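 active = viability at or below a set limit, 4 SD under the median of all tested compounds, cut at about 3.7% in these data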;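 also: PTEN knockout HCT116 line with beta catenin targeted HCT116 as companion control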
NPY-Y2 antag = NPY-Y2 (human) receptor antagonism | NPY-Y2 expressing cells, antagonist mode | inhibition, % at 2.7 µM | actives 0.99% (n = 140,000) | AID 793; in the data active = inhibition above about 17%;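 also: 0% = vehicle with agonist challenge and 100% = reference antagonist with challenge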
Target sequence (P49146 whole entry, looked up): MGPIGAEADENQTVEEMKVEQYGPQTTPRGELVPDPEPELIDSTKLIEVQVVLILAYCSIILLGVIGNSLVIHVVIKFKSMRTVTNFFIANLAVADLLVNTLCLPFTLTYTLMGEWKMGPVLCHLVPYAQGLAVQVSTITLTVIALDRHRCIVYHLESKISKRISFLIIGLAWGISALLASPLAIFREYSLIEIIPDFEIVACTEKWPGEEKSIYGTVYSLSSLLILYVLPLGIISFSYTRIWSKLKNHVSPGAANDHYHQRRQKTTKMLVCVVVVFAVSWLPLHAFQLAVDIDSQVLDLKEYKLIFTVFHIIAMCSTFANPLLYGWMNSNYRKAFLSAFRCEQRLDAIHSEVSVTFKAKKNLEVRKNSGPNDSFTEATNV
Phagocyt inh = inhibitors of macrophage phagocytosis | J774A.1 macrophage IgG-bead phagocytosis, imaging | inhibition, % at 5 µM | actives 0.07% (n = 110,000);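 active = inhibition above the mean of the plate negative controls plus 5 SD, cut at about 13% in these data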;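 also: phagocytic index as fraction of beads internalized from green versus red external bead signal; plate controls were DMSO negative control for no effect and cytochalasin-D positive control for full effect; some results beyond the cut were filed as inactive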
BB579 growth dn = reduces growth of yeast BB579 in restrictive medium. S. cerevisiae BB579 growth, OD615, 48 h. inhibition, % at 10 µM. actives 0.51% (n = 140,000). AID 804;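 active = inhibition above a set limit, 3 SD over the mean compound inhibition, cut at about 44% in these data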; also: inactives centre near -24
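System: DeaD yeast strain BB579; buffer or medium: CSMM-D dextrose restrictive medium; technique: OD at 615 nm; schedule: 4 h cell preincubation, 48 h compound exposure, 30 °C humidified; doses: single 10 µM dose; controls: amphotericin B 10 µg/mL, positive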
GALR2 blocker = antagonists of human galanin receptor 2 (GALR2) | actives 0.39% (n = 140,000) | AID 828 | GALR2-expressing cells, antagonist mode | O43603 | inhibition, % at 4 µM; in the data active = inhibition above about 27%;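 also: cells stimulated with galanin 1-16 at roughly its EC80; 0% = agonist challenge control and 100% = basal control without agonist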
Target sequence (O43603 whole entry, looked up): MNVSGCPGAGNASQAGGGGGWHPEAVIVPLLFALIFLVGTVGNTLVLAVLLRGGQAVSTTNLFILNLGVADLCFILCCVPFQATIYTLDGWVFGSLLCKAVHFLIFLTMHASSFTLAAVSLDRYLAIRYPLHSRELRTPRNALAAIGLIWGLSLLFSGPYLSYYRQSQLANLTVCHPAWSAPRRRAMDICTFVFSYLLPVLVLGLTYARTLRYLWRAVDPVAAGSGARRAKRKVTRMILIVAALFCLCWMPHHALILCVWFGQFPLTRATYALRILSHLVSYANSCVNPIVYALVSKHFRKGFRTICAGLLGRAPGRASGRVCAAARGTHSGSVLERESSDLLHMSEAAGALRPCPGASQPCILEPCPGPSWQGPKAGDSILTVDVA
Measles CPE = protection of cells from measles virus | actives 1.5% (n = 140,000) | AID 841 | protection (pct of control), % at 4 µM | Measles virus-infected cells, CPE protection, absorbance; in the data active = protection mostly above about 24%, no sharp cut-off; inactive = mostly below about 26%; also: some compounds called inactive have numbers as strong as hits
MRP-1 activ = activates MRP-1; H69AR cells + doxorubicin, viability rescue, CellTiter-Glo; actives 0.61% (n = 140,000); viability increase, % at 10 µM; AID 799;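 active = viability gain under doxorubicin at or above a set limit, the compound median plus 3 SD, cut at about 4.7% in these data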;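 also: MRP-1 overexpressing cells given doxorubicin 25 µM after compound pretreatment; 18-22 h compound pretreatment then 72 h with doxorubicin before readout; 0% = doxorubicin-only wells and 100% = vehicle-treated cells without doxorubicin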
E-sel TNF inh = blocks E-selectin expression induced by TNF alpha | HUVEC TNFa-induced E-selectin immunofluorescence, high content | inhibition, % at 2 µM | actives 0.71% (n = 120,000) | AID 1246;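 active = inhibition above the batch mean plus 3 SD, and confirmed as a hit on visual image review, cut at about 43% in these data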;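 also: 0% = TNF-stimulated DMSO wells and 100% = unstimulated control wells; not every result past the cut was called active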
The depositor's hits bear a star; . = not tested or not shown.

SMILES	Yeast lifespan up	HCT116 bCat-KO	PTEN del growth	NPY-Y2 antag	Phagocyt inh	BB579 growth dn	GALR2 blocker	Measles CPE	MRP-1 activ	E-sel TNF inh
Cc1ccc(NCC(=O)NNC2=NCCC2)c(C)c1	1.6	93.3	94.9	-1.5	-9.7	-62.3	6.3	5.3	-0.5	-7.2
C=CCNC(=O)Cn1nc(-c2ccccc2)ccc1=O	-12.4	100.2	103.1	3.3	-0.9	-22.2	16.1	2.0	-1.3	38.7
CC(C)Cc1c(O)nc(SCCN2CCOCC2)[nH]c1=O	-2.9	94.8	106.6	3.4	-0.7	-2.6	0.2	72.3*	0.0	-5.6
S=C1NCCOCCOCCOCCOCCNC(=S)NCCOCCOCCOCCOCCN1	.	95.1	101.9	-0.6	.	32.0	-20.1	3.8	0.6	-14.9
CCOC(=O)c1ccc(N2C(=O)CC(N3CCC(Nc4ccc(F)cc4)CC3)C2=O)cc1 (centres undefined)	-10.4	99.3	111.7	2.2	-0.4	-36.5	-3.7	2.5	-0.6	4.9
Cc1nn2c(N3CCN(C(=O)c4ccco4)CC3)cc(C(C)(C)C)nc2c1-c1ccccc1	-16.4	3.8*	7.0	0.7	.	-10.4	0.0	7.9	-5.6	-4.6
CCOc1ccccc1N(CC(=O)NC(C)(C)C)C(=O)c1ccc(CN2CCOCC2)o1	-10.8	101.8	86.2	4.2	-0.6	-49.2	-11.9	1.3	-0.9	-0.4
Cc1ccc2c(CN3CCC(C)CC3)cc(=O)oc2c1	-15.3	93.4	88.0	3.9	-0.3	-23.9	-1.8	7.7	-3.5	15.5
CC(C)Cc1nnc(NS(C)(=O)=O)s1	-1.6	95.4	95.4	2.9	0.0	-10.4	4.8	22.6	-0.9	52.4*
O=S(=O)(NCC(c1ccco1)N1CCN(c2ccc(F)cc2)CC1)c1ccc(F)cc1 (centres undefined)	4.5	91.0	91.5	0.9	3.3	-71.9	-10.0	11.1	-0.9	.
O=C(c1nc(-c2ccccc2)n(-c2ccccc2)n1)N1CCCCCC1	2.4	104.2	101.2	2.0	0.3	-68.5	17.3	4.2	-0.7	.
COc1ccc(N2CCN(C(c3cccs3)c3nnnn3C3CCCC3)CC2)cc1 (centres undefined)	-7.6	73.4	75.5	4.2	-1.0	-7.5	12.1	12.7	-1.2	-18.4
Cc1ccc(/C=C/C(=O)Nc2nc3ccccc3[nH]2)cc1	-2.7	68.7	67.6	4.6	-10.7	-19.1	24.6	.	-1.2	.
CCc1nc(OCCN(C)C)c2oc3ccccc3c2n1	-14.8	101.2	86.3	5.0	0.8	13.5	-3.4	4.7	0.7	.
O=C(CCN1CCCCCC1)Nc1ccc(F)cc1	64.3*	94.8	113.8	2.1	0.2	-58.3	-1.2	2.5	0.2	6.3
O=C(Nc1sc2c(c1C(=O)NCc1ccco1)CCCC2)c1ccc2c(c1)OCO2	-4.7	77.3	68.3	3.1	0.5	-49.7	-8.7	10.8	-2.1	-6.9
COc1ccc(N2CCN(Cc3nc4c(c(=O)n(C)c(=O)n4C)n3CCc3ccccc3)CC2)cc1	-6.6	74.7	84.8	1.8	.	24.4	10.0	17.7	-2.8	-27.8
Cc1cc(N)c(NC2=CC(=O)CC(C)(C)C2)cc1C	-11.0	82.6	74.5	1.7	3.3	-34.7	2.5	11.2	-5.4	-1.4
O=C(NCC1CCCO1)c1ccc(COCC(F)(F)C(F)F)cc1 (centres undefined)	0.0	98.5	95.1	1.4	-1.1	-50.6	9.0	2.2	-0.4	-13.3
COc1ccc(-n2c(SC)nnc2-c2c[nH]c3ccccc23)cc1	-0.9	105.7	105.2	2.8	-0.3	-31.7	-2.9	8.2	-2.9	.
O=S(=O)(c1ccc(Br)cc1)N1CCCC1c1nc2ccccc2s1 (centres undefined)	0.3	84.2	85.8	7.1	.	-43.5	2.4	4.4	-2.3	-27.2
S=c1[nH]nc(-c2ccc3ccccc3n2)n1-c1ccc2ncccc2c1	-4.5	88.5	100.0	2.6	-4.7	0.3	3.2	2.0	-3.5	0.0
Cc1cc(C)nc(N2CCCC(C(=O)NCc3ccccc3)C2)n1 (centres undefined)	.	93.6	99.5	0.6	.	-19.0	-5.9	16.6	-1.0	-7.4
COc1ccc(C(=S)NCS(=O)(=O)c2ccc(C)cc2)cc1	0.6	95.1	98.8	2.7	-3.6	-21.7	10.9	13.9	4.1	.
CCCNC(=S)NCc1ccc(Cl)cc1	5.5	86.7	98.8	-0.7	-9.8	-35.9	-10.7	18.3	-0.8	.
COc1cc2nc(SCc3ccc(F)cc3)n(Cc3cccs3)c(=N)c2cc1OC	5.5	73.9	45.2	-1.1	.	-58.1	1.8	28.6	-3.7	-3.7
C/C(=N\N=C\c1ccccc1)c1nnn(-c2nonc2N)c1C	-28.4	90.8	94.0	5.9	-0.7	-18.6	9.9	4.0	-3.0	-20.3
COC(=O)c1sc(OC)cc1OCc1ccc(C)cc1	-2.5	91.7	96.0	2.2	.	23.6	8.2	6.6	-1.1	-11.7
COc1cccc(OCc2nc3c4cnn(-c5ccccc5)c4ncn3n2)c1	-4.4	96.9	99.0	7.6	-0.7	-46.3	-6.6	7.5	0.3	-25.0
CCc1ccc(N(CC(=O)Nc2ccccc2C(=O)N2CCOCC2)S(C)(=O)=O)cc1	-1.6	94.5	101.3	1.0	-2.4	-21.3	4.2	4.1	-0.4	-14.6
CC(=O)c1ccc(NC(=O)c2cccs2)cc1	-7.1	79.7	74.8	-2.6	-0.2	-21.1	-3.0	19.3	1.2	2.1
COc1ccc(OC)c2[nH]c(=O)c(CCNS(=O)(=O)c3ccccc3)cc12	35.2	111.2	105.8	-0.6	.	-14.8	-1.9	6.7	-1.5	-27.8
CCN(Cc1ccccc1)c1ccc(/C=N/N=C(N)N)cc1	-4.3	1.4*	1.7*	1.5	-6.2	7.0	4.1	-0.5	-4.7	.
CCn1c(SCC(=O)c2ccc3c(c2)OCCO3)nnc1C(C)C	-17.7	89.3	96.2	2.7	-0.5	-21.6	-18.1	3.7	-3.1	.
COc1ccc2c(c1)CCc1c(C(=O)NCCN3CCOCC3)noc1-2	-2.7	91.4	95.0	1.0	-3.6	-21.6	5.3	26.5	-2.1	-39.9
COc1ccc(S(=O)(=O)Nc2cc3c(C(C)=O)c(C)oc3c3ccccc23)cc1	-1.4	18.9	19.1	10.1	6.4	-63.8	-3.6	0.9	-4.8	29.3
O=C(CCN1CCN(Cc2ccccc2)CC1)NNC(=O)Cc1ccc(Cl)c(Cl)c1	0.3	84.8	101.3	3.5	-5.0	-27.1	7.0	2.6	-0.8	.
COc1cc(/C=C/C(=O)OCC(=O)c2c[nH]c3ccccc23)ccc1OC(F)F	-2.2	96.8	89.9	4.5	-4.5	-20.0	14.1	3.3	0.3	.
OC(COCc1ccc(Cl)cc1)CN1CCN(CC(O)COCc2ccc(Cl)cc2)CC1 (centres undefined)	-7.5	5.5*	6.1	1.4	1.0	11.9	-3.4	1.3	-2.4	-17.1
COC(=O)c1c(C)oc2ccc(OC(=O)c3cccs3)cc12	-7.7	99.3	97.7	3.6	4.4	0.7	12.6	4.5	0.7	19.4
Cc1ccc(-c2nnc(SCC(=O)Nc3ccc4c(c3)oc3ccccc34)n2C)c(Cl)c1	-5.2	64.2	60.3	-0.5	0.1	-27.2	-5.0	7.2	0.4	23.0
CCN1C(=S)SC(=O)C1=C1C=C(C)N(Cc2ccco2)C(C)=C1	-13.2	94.3	82.5	-2.3	0.6	-64.4	3.9	16.5	-0.1	-6.3
Cc1ccc(C(=O)Nc2nc(=O)n(C)s2)cc1	-22.1	86.4	100.2	4.9	3.1	-34.8	-1.4	2.9	-0.9	35.9
CCc1ccccc1N(CC(=O)OC)S(C)(=O)=O	-5.0	101.6	105.3	-1.2	-0.5	-32.9	-0.2	6.8	0.0	-5.9
CCCCNC(=O)C1CCN(C(=O)Nc2ccc(C)cc2)CC1	.	87.2	92.5	-0.8	.	-26.3	19.1	7.4	-2.7	-10.5
CC(=O)NC1(c2ccccc2)CCN(C(=O)N2CCOCC2)CC1	-2.9	68.3	94.7	-3.0	0.0	-27.4	9.7	11.4	-1.1	1.0
COCCCNS(=O)(=O)c1ccc(SC)cc1	-3.0	96.7	100.2	3.5	-1.8	9.9	10.8	2.3	-0.8	3.5
O=C(Nc1ccc2c(c1)OCCO2)C1CCCN1S(=O)(=O)c1cccc2cccnc12 (centres undefined)	-6.8	92.1	81.4	0.6	-0.4	2.9	8.1	13.9	-2.5	-12.5
COc1ccc(CC(=O)Nc2ccc(-c3cn4ccc(C)cc4n3)cc2)cc1	-7.5	86.9	87.7	1.4	0.1	-0.2	-1.1	2.4	0.4	0.3
CN1CC=C2C(C#N)=C(N)C(C#N)(C#N)[C@H](c3ccoc3)[C@H]2C1	-8.0	75.8	68.7	-0.1	-1.2	-40.6	-4.6	19.9	-1.3	-35.2
COc1ccc(/C(O)=C2/C(=O)C(=O)N(CCCN(C)C)C2c2ccc(C)o2)cc1Cl (centres undefined)	-5.4	104.8	101.0	0.9	0.8	-43.0	-6.1	5.1	-0.6	15.3
COC(=O)c1ccc(N2C(=O)CC(SCCN)C2=O)cc1 (centres undefined)	-0.2	93.5	92.3	1.4	-0.3	-28.7	12.0	3.5	-2.3	-1.8
O=P(Cc1cc[n+]([O-])cc1)(c1ccccc1)c1ccccc1	-16.6	91.0	95.8	0.8	4.7	-5.3	7.0	6.3	-2.3	-18.1
Cc1ccc(-n2ncc3c(Nc4cccc(C(=O)O)c4)ncnc32)cc1	-6.7	98.3	96.4	5.5	-1.5	-44.0	-28.4	7.6	-1.2	17.2
COc1ccc(N=C2SC(CC(=O)Nc3ccccc3)C(=O)N2Cc2ccco2)cc1 (centres undefined)	-2.1	86.8	82.9	-2.9	-1.5	-21.1	14.6	12.4	-1.6	12.6
Cc1ccc(CNCCC2=CCCCC2)cc1	1.0	83.0	83.8	5.0	-0.9	-16.4	-2.8	15.4	-0.7	-6.3
CCOc1ccc(N2C(=O)CS/C2=C(\C(Cl)=C(Cl)Cl)[N+](=O)[O-])cc1	0.0	98.6	103.0	9.3	-1.6	-29.8	-5.6	11.1	-1.2	2.6
Cc1ccc(SCc2[nH]nc3c2C(c2cccnc2)C(C#N)=C(N)O3)cc1 (centres undefined)	-6.0	94.9	106.3	18.4*	1.3	-50.1	16.3	2.0	-3.1	-20.9
Cc1sc2nc(SCc3nnc(-c4cccs4)o3)n(C3CCCC3)c(=O)c2c1C	-3.3	107.0	99.7	3.5	-0.1	-61.0	-1.2	12.5	-1.6	-60.3
